Assay outcomes from PubChem.
HCV inhibitor = inhibitors of hepatitis C virus infection | Potency, µM (series often up to 41.8 µM), inactives show at the top dose activity change, negative = inhibition, actives largely listed as inhibitors | AID 651820 | Huh7.5.1 HCVcc-Cre infection, luciferase reporter, 44 h | hit rate 3.4% among 340,000; also: potency is read from the fitted curve at half-maximal effect
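HCVcc-Cre virus at an moi near 0.5 was added right after compound to cells cultured 4 h from seeding (1,000 cells/well). Luciferase activity was determined 44 h later, 15 min after substrate addition at RT.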
AMA1-RON2 inh = disrupts binding of P. falciparum AMA1 to RON2; Potency, µM (highest dose often 58.2 µM), inactives show at the top dose activity change, negative = inhibition, most hits filed as inhibitors; hit rate 0.2% among 360,000; AlphaScreen AMA1-biotinylated RON2 peptide binding;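 also: potency is read from the fitted curve at half-maximal effect; 0% = vehicle wells and -100% = peptide control; nearly all actives have a fitted effect of over 45% in size; some results filed as inactive show a strong effect at the top dose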
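AMA1 (3D7) with his tag at 25 nM final met compounds first, then biotinylated RON2 peptide at 25 nM; detection used donor plus acceptor beads, 10 µg/mL apiece, read by AlphaScreen after 30 min at room temperature.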
Tb PYK inh = blocks Trypanosoma brucei pyruvate kinase; Q57TT1; TbPYK enzyme, Kinase-Glo Plus ATP luminescence, 45 min; Potency, µM (top dose mostly 76.8 µM), inactives show top-dose activity, negative = inhibition, usual class: inhibitors; hit rate 0.12% among 410,000; AID 624173; also: potency is read from the fitted curve at half-maximal effect; nearly all actives have a fitted effect of over 50% in size
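Quantitative HTS: titrated library compounds versus trypanosomal pyruvate kinase in TEA buffer (pH 7.2) containing KCl, MgCl2, BSA and Tween-20. Reactions were initiated with ADP, 130 uM final. Kinase-Glo Plus luminescence was read after 45 min at RT.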
HCMV antiviral = inhibitors of human cytomegalovirus; HFF cells, HCMV-luciferase reporter, 72 h; active compounds read low; activity change, negative = inhibition, % at 57.5 µM; hit rate 4.5% among 410,000; AID 1259415; in the data active = activity change below about -60%; inconclusive = no clear call, values can overlap the other calls; inactive = above about -39%
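Screen run at 2 compound doses on HFFs infected with reporter HCMV, MOI 1 PFU/cell. Luciferase activity from cell lysates at 72 h post infection gave inhibition relative to buffer-only and Salinomycin wells.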
AmpC inh detg = inhibitors of E. coli AmpC beta-lactamase with detergent; P00811; AmpC hydrolysis of nitrocefin, absorbance 480 nm, 0.01% Triton; Potency, µM (titrated, usually from 114 µM), inactives show at the top dose activity change, negative = inhibition, usual class: inhibitors; hit rate 0.041% among 370,000; AID 485294;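 also: potency is read from the fitted curve at half-maximal effect; 0% = no-compound wells and -100% = no-enzyme wells; nearly all actives have a fitted effect of over 25% in size; some results filed as inactive show a strong effect at the top dose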
Target sequence (P00811 whole entry, looked up): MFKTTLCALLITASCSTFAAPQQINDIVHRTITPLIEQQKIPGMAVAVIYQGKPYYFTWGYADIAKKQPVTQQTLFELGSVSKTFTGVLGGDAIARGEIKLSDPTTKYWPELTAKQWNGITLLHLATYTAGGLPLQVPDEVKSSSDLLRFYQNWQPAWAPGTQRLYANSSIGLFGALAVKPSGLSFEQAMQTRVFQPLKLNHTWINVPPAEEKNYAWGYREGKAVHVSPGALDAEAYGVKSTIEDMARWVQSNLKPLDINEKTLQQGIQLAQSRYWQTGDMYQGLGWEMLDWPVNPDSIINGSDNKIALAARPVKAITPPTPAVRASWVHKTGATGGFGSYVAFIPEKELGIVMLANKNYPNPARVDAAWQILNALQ
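20 mM phosphate pH 7.0 + 0.01% (detergent screen) or 0.0001% Triton X-100; 5.3 nM AmpC reagent; cpd preinc 15 min RT; nitrocefin (800 uM stock) to start; A480 q20 s × 4 min; Activity was normalised to no-enzyme and no-compound control wells.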
LmPK inhibitor = LmPK (Leishmania mexicana) enzyme inhibition; purified LmPK, Kinase-Glo ATP luminescence, 1 h; Potency, µM (highest dose often 57.5 µM), inactives show at the highest dose activity change, negative = inhibition, actives largely listed as inhibitors; hit rate 0.37% among 290,000; Q27686; also: potency is read from the fitted curve at half-maximal effect
Target sequence (Q27686 whole entry, looked up): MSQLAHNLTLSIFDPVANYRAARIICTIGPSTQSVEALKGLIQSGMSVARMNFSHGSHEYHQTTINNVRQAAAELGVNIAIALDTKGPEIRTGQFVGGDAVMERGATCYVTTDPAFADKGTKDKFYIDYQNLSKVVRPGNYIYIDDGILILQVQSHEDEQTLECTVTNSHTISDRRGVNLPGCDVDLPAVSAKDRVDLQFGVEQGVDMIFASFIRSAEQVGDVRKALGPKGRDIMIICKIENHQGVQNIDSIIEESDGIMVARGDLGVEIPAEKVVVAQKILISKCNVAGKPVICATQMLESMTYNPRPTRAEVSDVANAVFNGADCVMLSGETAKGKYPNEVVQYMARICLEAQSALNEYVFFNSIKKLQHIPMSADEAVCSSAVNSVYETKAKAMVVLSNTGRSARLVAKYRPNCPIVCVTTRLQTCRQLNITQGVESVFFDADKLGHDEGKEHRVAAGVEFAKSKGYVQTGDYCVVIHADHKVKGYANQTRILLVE
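Pyruvate kinase activity monitored as ATP production (luciferase luminescence). Conditions: 0.1 nM enzyme, 0.5 mM PEP, 0.1 mM ADP, 1 h, RT; normalized against uninhibited and no-enzyme wells.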
AmpC no deterg = AmpC beta-lactamase inhibition without detergent; Potency, µM (highest dose often 57.1 µM), without a hit: at the highest dose activity change, negative = inhibition, actives largely listed as inhibitors; P00811; AID 485341; AmpC nitrocefin hydrolysis, absorbance 480 nm, 0.0001% Triton; hit rate 0.52% among 330,000;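 also: potency is read from the fitted curve at half-maximal effect; plate controls were no compound for no effect and no enzyme for full effect; nearly all actives have a fitted effect of over 20% in size; some results filed as inactive show a strong effect at the top dose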
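AmpC (5.3 nM in the dispensed reagent) in 20 mM phosphate pH 7.0 with 0.01% (detergent screen) or 0.0001% Triton X-100 was preincubated with compounds for 15 min at room temperature. Nitrocefin was then added from an 800 uM solution, and hydrolysis was followed at 480 nm.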
An asterisk follows results filed as active; ? = inconclusive; · = not tested or not shown; & = joins results of further samples; [ ] = dose if it differs, or a comment. Unless noted, calls follow the shape of the dose curve; as a rule, active = well fitted curve in the direction sought with a large enough effect; inconclusive = small, poorly fitted or top-dose-only effect, or another doubt; inactive = no such curve, though single readings can be large; an effect the other way counts as inactive or inconclusive. Unless noted, % is scaled to controls: 0 for no effect and ±100 for the full control effect.

cpd | Compound | Tb PYK inh | AmpC no deterg | LmPK inhibitor | AMA1-RON2 inh | AmpC inh detg | HCMV antiviral | HCV inhibitor
1 | CC(OC(=O)c1ccccc1NCCO)C(=O)NC1CCCCC1C (stereo not drawn) | 1% | -7% | · | -7% | ? | -21 | -6%
2 | O=C(CSc1nnc(-c2ccccc2)o1)c1cccc([N+](=O)[O-])c1 | 7% | · | · | · | 0% | -11 | ·
3 | COC(=O)N(c1ccc(OC)cc1)P1(=S)OCCC(C)O1 (stereo not drawn) | -12% | -5% | 1% | -1% | -15% | 2 | ?
4 | COc1ccc(/C(O)=C2/C(=O)C(=O)N(Cc3cccnc3)C2c2ccncc2)cc1F (stereo not drawn) | -8% | -16% | 0% | -14% | ? | 9 | 6%&25%
5 | CN(C)c1nc(N(C)C)n(C(=O)c2ccc(F)cc2)n1 | -1% | -3% | 1% | -9% | 2% | -3 | 3%
6 | CCc1cc2ccc(C)cc2nc1SCC(=O)Nc1c[nH]c(=O)[nH]c1=O | 5% | -11% | 0% | 11% | 3% | ? | -2%
7 | COc1cccc(Nc2nc3ccccc3n2C(C)C)c1 | 6% | -39% | 1% | 0% | -8% | -17 | ?
8 | O=C(c1ccccc1)N(Cc1ccccc1)Cc1ccccc1 | 1% | 194% | -2% | 5% | -16% | -20 | 12%
9 | O=C(OCc1cn([C@@H]2CN(Cc3cccs3)[C@@H](c3ccccc3)C[C@H]2O)nn1)c1ccccc1 | 2% | · | · | 0% | · | -6 | ·
10 | Cn1c(NCc2cccs2)nc2ccccc21 | 4% | -27% | -5% | 1% | 4% | 129 | -1%
11 | CC1CCC(NC(=O)C(NS(=O)(=O)c2ccc(Br)cc2)C(C)C)CC1 (stereo not drawn) | -7% | · | · | 8% | · | 46 | ·
12 | COCCNC(=O)c1cc(Sc2nnc(C)s2)nc2ccccc12 | · | -5% | -1% | · | 0% | · | ·
13 | CC(C)CC(CO)N1CCN(C(=O)c2ccc(C(C)(C)C)cc2)CCC1=O (stereo not drawn) | -8% | 155%[activator] | 0% | -3% | -1% | 4 | 4%
14 | CCC(C)(C)n1nnnc1C(c1ccccn1)N1CCOCC1 (stereo not drawn) | 1% | -14% | 6% | -1% | ? | 10 | 18%
15 | O=C(CCC(=O)OCCCC(F)(F)C(F)(F)F)Nc1ccc(Cl)cc1Cl | 4% | 25% | 4% | 19% | -5% | 6 | 1%
16 | COc1cccc(NC(=O)C(=O)NCCc2sc(-c3cccc(C)c3)nc2C)c1 | 0% | · | · | · | -10% | 64 | ·
17 | COc1ccccc1Nc1nc(-c2cccnc2)cs1 | -3% | -30% | -15% | -10% | -4% | 54 | ?
18 | Cc1cccc(-c2nc3ccccc3c(=O)[nH]2)c1 | 6% | -21% | -9% | -9% | -7% | 31 | -4%
19 | COc1ccc(-c2noc(-c3cc(-c4ccc(F)cc4)n[nH]3)n2)cc1 | -4% | · | · | · | 4% | -6 | ·
20 | Brc1csc(/C=N/Nc2nc3ccccc3s2)c1 | 2% | -38% | -5% | -2% | -6% | 31 | ?
21 | CCC1=NN2C(=N)/C(=C\c3cccn3-c3ccc(Cl)cc3)C(=O)N=C2S1 | -4% | 0.89µM* | 6% | 12% | ? | -81* | ?
22 | C=CCn1c(O)c(C(C)=NCCN2CCN(C(=S)NC)CC2)c(=O)[nH]c1=O | 2% | -13% | -3% | 8% | 4% | 15 | -4%
23 | CCN(CC)P(=O)(c1ccccc1)c1c(C)nc2ccccn12 (stereo not drawn) | -6% | -9% | -1% | -2% | -11% | 24 | 5%
24 | COc1ccc(N(C(=O)c2ccco2)C(C(=O)NC2CCCC2)c2ccc(C)cc2)c(OC)c1 (stereo not drawn) | 0% | 57% | -2% | 2% | ? | -32 | -25%
25 | COc1ccc(NC(=O)c2cc(-c3ccc(F)cc3OC(C)C)n[nH]2)c(OC)c1 | -9% | · | · | -14% | · | -20 | ·
26 | CCCCCC1=CCC/C1=N\NC(=O)c1ccc2c(c1)OCO2 | 1% | -17%[11.4 µM] | 8% | 21% | ? | 1 | 8%
27 | O=C(CSc1nncn1-c1cccnc1)Nc1ccccc1[N+](=O)[O-] | -9% | -17% | -1% | 0% | -2% | 15 | 3%
28 | Cc1ccc2nc(-c3ccc(O)cc3)c(Nc3ccc(Cl)cc3)n2c1 | -9% | · | · | · | -2% | 82 | ·
29 | O=C(c1ccc(-c2ccccc2Cl)s1)N1CCOCC1 | -1% | · | · | 33%[activator] | · | 131 | -5%
30 | Cc1ccc(CNC(=O)CN2C(=O)COc3ccc(C)cc32)cc1 | · | -8% | -1% | 9% | -3% | -12 | 10%
31 | COc1cc2nc(CN3CCN(S(=O)(=O)c4ccccc4)CC3)[nH]c(=O)c2cc1OC | 5% | 37% | · | 9% | ? | ? | 13%
32 | COc1ccccc1CNCC(O)(c1ccc(Cl)cc1)c1ccc(Cl)cc1 | 27% | -19% | 0% | 43%[activator] | 4% | -8 | ?
33 | CSc1ccccc1C(=O)C1CCCN(Cc2cnn(-c3ccccc3)c2)C1 (stereo not drawn) | 4% | 56% | 3% | -19% | 1% | ? | ?
34 | Cc1cc2c(=O)n(CC(=O)N3CCN(c4ccc(F)cc4)CC3)cnc2s1 | -1% | -20% | 2% | 0% | 0% | -9 | 7%
35 | O=C(N/N=C/c1c(O)n(-c2cccc3ccccc23)c(=O)[nH]c1=O)c1ccncc1 | 0% | -35% | 12% | -7% | 3% | 13 | 15%
36 | COc1ccc(S(=O)(=O)Cc2ccc(C(=O)N3CCN(c4ccccn4)CC3)o2)cc1 | -5% | 6% | -3% | -7% | -6% | · | ?
37 | CCn1c(NC(=O)c2cccc(Cn3cc(Cl)cn3)c2)nc2ccccc21 | 2% | -21% | 1% | 127%[activator] | ? | -68* | 14µM*
38 | Cn1c(C(=O)N2CCCC(C(=O)NCCCSC3CCCCC3)C2)cc2sccc21 (stereo not drawn) | 6% | 193%[activator] | -1% | -21% | 0% | -61* | ?
39 | COc1ccc(CNC(=O)c2cc3sccc3n2Cc2ccc(F)cc2)cc1 | 2% | · | · | · | 2% | 9 | ·
40 | CC1=NCCN1S(=O)(=O)c1cc([N+](=O)[O-])ccc1Cl | 2% | -10% | 0% | -9% | 2% | 51 | 10%

Of the compounds above, these contain two or more sulfur atoms:
cpd | Compound | Tb PYK inh | AmpC no deterg | LmPK inhibitor | AMA1-RON2 inh | AmpC inh detg | HCMV antiviral | HCV inhibitor
12 | COCCNC(=O)c1cc(Sc2nnc(C)s2)nc2ccccc12 | · | -5% | -1% | · | 0% | · | ·
20 | Brc1csc(/C=N/Nc2nc3ccccc3s2)c1 | 2% | -38% | -5% | -2% | -6% | 31 | ?
38 | Cn1c(C(=O)N2CCCC(C(=O)NCCCSC3CCCCC3)C2)cc2sccc21 (stereo not drawn) | 6% | 193%[activator] | -1% | -21% | 0% | -61* | ?

New compounds follow.
cpd | Compound | Tb PYK inh | AmpC no deterg | LmPK inhibitor | AMA1-RON2 inh | AmpC inh detg | HCMV antiviral | HCV inhibitor
41 | COCCNC(=O)CCCn1c(SCc2ccccc2Cl)nc2c(sc3ccccc32)c1=O | 1% | · | · | · | 11% | 11 | ·
42 | Cc1ccccc1OCC(=O)OCC(=O)Nc1cc(S(=O)(=O)N2CCCCC2)ccc1Cl | -1% | 32µM* | · | -4% | ? | 7 | -10%[8.37 µM]
43 | COc1ccc(N=Nc2c(-c3ccc(OC)cc3)[nH]oc2=O)cc1 | 1% | -19% | -2% | -10% | -15% | 1 | ?
44 | COc1ccc(C(=O)c2ccc(Br)cc2)c2ccccc12 | -4% | -26% | 2% | -6% | -11% | -5 | ?
45 | O=C(CSc1nccn1Cc1ccccc1)Nc1ccccc1 | -2% | 0% | -1% | -16% | -4% | 50 | -18%
46 | O=C(OCc1csc(-c2ccccc2)n1)c1ccccc1O | 3% | -26% | ? | 40%[activator] | -2% | 6 | -12%
47 | Fc1ccccc1COc1ccc2ccccc2c1CNc1nn[nH]n1 | -1% | -23% | 0% | 10% | -14% | -25 | -2%
48 | CCNC(=O)c1c2c(nc3ccccc13)C(=O)N(C1CCCCC1)C2 | 4% | · | · | · | 20% | 20 | ·
49 | O=C1/C(=C/c2cccc([N+](=O)[O-])c2)CSc2ccc(Cl)cc21 | -4% | -16% | 2% | -9% | -5% | -20 | ?
50 | COc1ccc2c(c1)nc(SCC(=O)C(C)(C)C)n2C | -7% | -8% | -1% | 12% | -1% | -26 | 17%
51 | Cc1cccc(NC(=O)CSc2nc3nc(C)cc(C)c3c(=O)[nH]2)c1 | -8% | -9% | -3% | 0% | -12% | 69 | -13%
52 | COc1ccc(CNC(=O)CSc2cccc3cccnc23)cc1 | 1% | -12% | 2% | -2% | -7% | 12 | 17%
53 | Cc1ccc(NC(=O)C(=O)NCC(c2ccc3c(c2)OCO3)N2CCN(C)CC2)c(C)c1 (stereo not drawn) | 2% | · | · | · | -6% | -15 | ·
54 | O=c1c2ccccc2nc(-c2ccccc2)n1-c1ccccn1 | 3% | -5% | 0% | -4% | 2% | -62* | 2%
55 | COc1ccc(CCN(C)C(=O)c2ccc(S(=O)(=O)Nc3ccccc3C)cc2)cc1OC | -16% | 29% | -10% | 1% | -3% | -9 | -22%
56 | COc1ccc([C@]23Cc4cc(C#N)ccc4C(O2)c2c(c4ccc(OC)cc4oc2=O)O3)cc1 | · | ? | -7%[11.5 µM] | · | ? | · | ·
57 | O=C(O)/C(=C\c1ccc(Br)cc1)c1ccc(S(=O)(=O)N2CCCCC2)s1 | -4% | -7% | 1% | -1% | -1% | -21 | 13%
58 | Cc1nn(C)c(C)c1S(=O)(=O)Nc1ccc2c(c1)OCO2 | 1% | -14% | 2% | -2% | 2% | 51 | 15%
59 | O=C(CCn1cnc2ccccc2c1=O)NCc1ccccc1 | 3% | · | · | · | 2% | 7 | ·
60 | COc1ccccc1C1Nc2c(sc3nc(C)cc(C)c23)C(=O)N1c1ccccc1 (stereo not drawn) | -7% | · | · | · | 0% | 298 | ·
61 | COc1ccc(-c2cc(C(=O)NC(Cc3c[nH]c4ccccc34)C(=O)O)c(C)o2)cc1OC (stereo not drawn) | ? | -12% | 2% | -2% | ? | 25 | 8%
62 | O=C(CN1CCN(C2CCCCC2)CC1)Nc1cccc2ccccc12 | -2% | -20%[11.4 µM] | 1% | -14% | ? | ? | -21%
63 | CSc1nc2nc3c(cc2c(=O)n1-c1ccccc1C)CCCC3 | 2% | 35% | 5% | -15% | -3% | -91* | ?

Rows were taken by chance; overall some 7.5% were active at least once.
